Source: PubChem BioAssay (National Center for Advancing Translational Sciences (NCATS))
BRCA1 expr act = qHTS Assay to Identify Small Molecule Activators of BRCA1 Expression | MCF7-BRCA1-FFLuc reporter, luminescence, 48 h; response scale: scaled: vehicle 0%, 10 µM genistein 100% | Potency, µM (titrated, usually from 46.1 µM), for inactives: at the highest dose activation, usual class: activators | actives 1.1% (n = 380,000) | AID 624202, 2012; note: potency is the fitted concentration of half-maximal effect; nearly all actives have a fitted effect of over 80% in size; some results filed as inactive show a strong effect at the top dose
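Activators of BRCA1 expression were detected as increased firefly luciferase luminescence in engineered MCF7 cells after 48 h compound incubation. Signals were scaled to genistein 10 microM as full activation.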
ELG1 genotox = qHTS screen for small molecules that induce genotoxicity in human embryonic kidney (HEK293T) cells expressing luciferase-tagged ELG1; HEK293T ELG1-luciferase reporter, luminescence, 16 h; Potency, µM (series often up to 46 µM), without a hit: at the highest dose activity change, positive = activation, hits mostly activators; actives 1.3% (n = 330,000); AID 504466, 2011; note: potency is the fitted concentration of half-maximal effect; % of control where 0% means no effect; nearly all actives have a fitted effect of over 60% in size
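Quantitative HTS format in 1536-well plates. HEK293T ELG1-luciferase reporter cells receive test compound and are incubated 16 hr at 37 °C, 5% CO2; ONE-Glo added, 30 min room temperature, then luminescence read.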
RORg inh = qHTS for inhibitors of ROR gamma transcriptional activity. Nuclear receptor ROR-gamma (Mus musculus), P51450. Drosophila S2 Gal4-RORgamma UAS-luciferase reporter, 20 h. actives 5.4% (n = 310,000). Potency, µM (titrated, usually from 53.6 µM), without a hit: at the highest dose activity change, negative = inhibition, usual class: inhibitors; note: potency is the fitted concentration of half-maximal effect; % is set by controls: 0 for no effect and ±100 for the full control effect; nearly all actives have a fitted effect of over 60% in size
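Schneider cells (Drosophila), stable Gal4 DBD–ROR gamma + UAS-luc; 1 hr cmpd preincubation; Cu2+ induction 700 uM final; 20 hr ambient; luminescence.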
Tb PFK inh = qHTS Assay to Find Inhibitors of T. brucei phosphofructokinase | T. brucei PFK, ADP-Glo luminescence | ATP-dependent 6-phosphofructokinase (Trypanosoma brucei brucei), O15648 | AID 485367, 2010 | actives 0.17% (n = 330,000) | Potency, µM (doses to about 57.5 µM), for the others: at the top dose activity, negative = inhibition, hits mostly inhibitors;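 note: potency is the fitted concentration of half-maximal effect; 0% = uninhibited 1x PFK enzyme wells and -100% = no-enzyme wells; nearly all actives have a fitted effect of over 60% in size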
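Compounds were pin-transferred as a titration series up to 57 uM into substrate buffer (0.5 mM F6P, 0.1 mM ATP, pH 8.0), then 1.25 nM PFK was added and reactions ran 45 min before ADP-Glo detection.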
Gal4-VP16 FLuc = VP16 counterscreen qHTS for inhibitors of ROR gamma transcriptional activity | Drosophila S2 Gal4-VP16 UAS-luciferase, luminescence, 20 h | Potency, µM (highest dose often 53.6 µM), for the others: at the highest dose activity, negative = inhibition, usual class: inhibitors | actives 3.5% (n = 310,000);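 note: Gal4-VP16 expression switched on by copper sulfate through the metallothionein promoter; potency is the fitted concentration of half-maximal effect; % is set by controls: 0 for no effect and ±100 for the full control effect; nearly all actives have a fitted effect of over 50% in size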
FLuc modulator = qHTS profiling assay for firefly luciferase inhibitor/activator using purifed enzyme and Km concentrations of substrates (counterscreen for miR-21 project); Luciferin 4-monooxygenase (Photinus pyralis), P08659; purified FLuc, Km substrates, luminescence inhibition; Potency, µM (series often up to 57.5 µM), for inactives: at the highest dose activity change, negative = inhibition, most hits filed as inhibitors; actives 6.9% (n = 360,000); AID 588342, 2011;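 note: potency is the fitted concentration of half-maximal effect; plate controls were vehicle for no effect and reference inhibitor for full effect; nearly all actives have a fitted effect of over 55% in size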
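Biochemical qHTS of compounds, final roughly 60 µM downward over six points, against 10 nM purified firefly luciferase using Km concentrations of substrates (10 uM D-luciferin, 10 uM ATP) in Tris acetate pH 7.5 buffer; luminescence output.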
p53 reactivator = qHTS assay for re-activators of p53 using a Luc reporter | Potency, µM (doses to about 92.2 µM), inactives show top-dose activity change, positive = activation, hits mostly activators | AID 504706, 2011 | actives 0.063% (n = 320,000) | H1299 p53-A138V BP100-luciferase reporter, luminescence, 24 h; note: potency is the fitted concentration of half-maximal effect; % of control where 0% means no effect; nearly all actives have a fitted effect of over 45% in size
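H1299 (p53-null), stable ts p53-A138V + BP100-Luc; 1000 cells/well, Opti-MEM/10% FBS; cpd 4 pt, 1:5; 24 h, 37 deg C, 5% CO2; detection reagent 10 min RT; luminescence.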
ELG1 repair inh = qHTS screen for small molecules that inhibit ELG1-dependent DNA repair in human embryonic kidney (HEK293T) cells expressing luciferase-tagged ELG1; actives 2.3% (n = 330,000); HEK293T ELG1-luciferase reporter, luminescence, 16 h; DNA damage induced by 5-fluorouridine; AID 504467, 2011; Potency, µM (titrated, usually from 46.1 µM), for inactives: at the top dose activity change, negative = inhibition, usual class: inhibitors; note: potency is the fitted concentration of half-maximal effect; % is set by controls: 0 for no effect and ±100 for the full control effect; nearly all actives have a fitted effect of over 55% in size
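HEK293T cells expressing luciferase-tagged ELG1 (2,000/well) received 5-Fluorouridine plus compound or DMSO for 16 hr at 37 °C. Luciferase was read by ONE-Glo luminescence after 30 min at room temperature.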
Rab9 promoter act = qHTS Assay for Rab9 Promoter Activators | Huh7 Rab9 promoter-luciferase reporter, luminescence, 24 h | actives 2.8% (n = 320,000) | Potency, µM (series often up to 9.22 µM), inactives show at the highest dose activation, negative = inhibition, actives largely listed as activators | AID 485297, 2010; note: potency is the fitted concentration of half-maximal effect; % of control where 0% means no effect; nearly all actives have a fitted effect of over 60% in size
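Rab9 promoter-driven luciferase in stably transfected Huh7 cells; 1500 cells/well rested 2 h, exposed to compound in DMSO for 24 h at 37 °C, 5% CO2. Luminescence read 10 min after adding luciferase reagent at ambient temperature.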
NPC1 promoter act = qHTS Assay for NPC1 Promoter Activators; AID 485313, 2010; Potency, µM (top dose mostly 9.22 µM), inactives show at the highest dose activation, hits mostly activators; actives 2.4% (n = 320,000); Huh7 NPC1 promoter luciferase reporter, 24 h;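 note: potency is the fitted concentration of half-maximal effect; % of control where 0% means no effect; nearly all actives have a fitted effect of over 60% in size; reporter is driven by a mutant NPC1 promoter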
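Compounds in DMSO were transferred onto Huh7 NPC1-luciferase reporter cells pre-incubated 2 h; after 24 h at 37 °C, Amplite reagent was dispensed and luminescence recorded 10 min later.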
TRPV1 ag = HTS Assay for Compounds that Act as Agonists of the Vanilloid Receptor 1 | Transient receptor potential cation channel subfamily V member 1 (Homo sapiens), Q8NER1 | TRPV1-expressing cells, Fluo-8 calcium influx, agonist mode | activation, % at 8.33 µM | actives 0.19% (n = 320,000); in the data active = activation above about 80%; inconclusive = between about 30% and that limit; note: 0% is about no effect
Target sequence (Q8NER1 whole entry, looked up): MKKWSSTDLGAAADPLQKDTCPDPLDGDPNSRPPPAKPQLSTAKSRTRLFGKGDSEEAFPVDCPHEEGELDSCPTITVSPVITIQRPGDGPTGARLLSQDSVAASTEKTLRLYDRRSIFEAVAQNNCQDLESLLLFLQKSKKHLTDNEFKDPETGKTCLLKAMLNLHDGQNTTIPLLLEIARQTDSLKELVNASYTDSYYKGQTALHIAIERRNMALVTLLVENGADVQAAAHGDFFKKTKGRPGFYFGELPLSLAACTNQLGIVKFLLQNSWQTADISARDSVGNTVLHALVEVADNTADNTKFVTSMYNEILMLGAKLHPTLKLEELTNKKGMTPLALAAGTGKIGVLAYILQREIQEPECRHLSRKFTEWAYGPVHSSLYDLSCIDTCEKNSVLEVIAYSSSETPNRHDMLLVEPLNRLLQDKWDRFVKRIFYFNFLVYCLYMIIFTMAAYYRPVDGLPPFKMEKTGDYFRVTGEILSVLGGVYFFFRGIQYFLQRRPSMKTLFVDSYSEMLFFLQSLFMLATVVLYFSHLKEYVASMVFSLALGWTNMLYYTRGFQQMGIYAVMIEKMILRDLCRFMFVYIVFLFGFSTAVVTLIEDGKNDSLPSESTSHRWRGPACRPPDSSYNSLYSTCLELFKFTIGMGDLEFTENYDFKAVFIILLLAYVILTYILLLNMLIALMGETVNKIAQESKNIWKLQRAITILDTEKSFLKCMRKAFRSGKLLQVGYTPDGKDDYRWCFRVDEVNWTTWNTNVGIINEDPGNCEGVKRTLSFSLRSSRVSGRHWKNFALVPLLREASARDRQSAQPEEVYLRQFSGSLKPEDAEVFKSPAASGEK
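Cells expressing TRPV1 were dye-loaded with Fluo-8 and read kinetically: 10 s baseline, 3 min after compound (agonist portion), then 2 min after EC20 capsaicin (allosteric enhancer portion). Calcium-bound dye fluorescence at 480/520 nm.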
* = called active by the depositor; ? = inconclusive; . = not tested or not shown; [ ] = dose if it differs, or a comment. Unless noted, calls come from the whole dose curve; as a rule, active = well fitted curve in the direction sought with a large enough effect; inconclusive = small, poorly fitted or top-dose-only effect, or another doubt; inactive = no such curve, though single readings can be large; an effect the other way counts as inactive or inconclusive.

SMILES	BRCA1 expr act	ELG1 genotox	RORg inh	Tb PFK inh	Gal4-VP16 FLuc	FLuc modulator	p53 reactivator	ELG1 repair inh	Rab9 promoter act	NPC1 promoter act	TRPV1 ag
O=[N+]([O-])c1ccc(-c2nc(-c3ccncc3)no2)cc1	2.5µM*	12%	-24%	0%	?	?	25%	?	?	?	-1
COCCN(Cc1nc2ccccc2c(=O)[nH]1)C(=O)COc1c(C)cc(Cl)cc1C	-17%	2%	.	0%	.	4%	4%	-23%	-7%	-8%	2
Cc1ccc(S(=O)(=O)N2CN(Cc3ccco3)c3nc4ccccc4nc32)cc1	-18%	-2%	38%	-9%	-15%	1%	-15%	-6%	10%	-2%	5
COCCNC(=O)/C(C#N)=C1\N=C(NC(=O)c2cccs2)c2ccccc21	-35%	1%	-29%	2%	-14%	0%	2%	-3%	11%	-2%	1
N#CCCn1cc(C(=O)N2CCCCC2)c(-c2cccc([N+](=O)[O-])c2)n1	2%	1%	6%	4%	0%	1%	5%	6%	-3%	-2%	1
COc1ccc(C(=O)COc2ccc(NC(C)=O)cc2)cc1	12%	?	1%	-10%	6%	?	-6%	15%	2%	1%	2
CC(C)OC(=O)c1ccccc1C(=O)c1ccc(N)c([N+](=O)[O-])c1	-44%	0%	0%	5%	-4%	-10%	-5%	-3%	-2%	-2%	3
Cc1ccc(C2(c3ccc(C)cc3)CC2C(=O)NCc2cccnc2)cc1 (configuration not stated)	-5%	-9%	20%	0%	4%	-1%	-3%	-6%	-3%	-3%	?
Cc1ccccc1-c1nc(C#N)c(N2CCCCC2)o1	10%	9%	0%	-5%	10%	?	20%	21%	0%	-1%	?
Nc1nnc(SCC(=O)NC2CCCC2)s1	0%	-1%	-2%	-2%	0%	0%	13%	?	0%	-5%	0
COc1ccc(/C=C2/SC(=O)N(CCC(=O)Nc3ccccc3)C2=O)cc1OC	-5%	?	?	0%	-3%	5%	10%	?	5%	-1%	-7
O=C1OCC/C1=C\c1ccccc1	-9%	2%	-13%	0%	2%	-1%	-2%	14%	-6%	0%	-1
CCN(CC)S(=O)(=O)c1ccc(N2CC(C(=O)NCc3cccnc3)CC2=O)cc1 (configuration not stated)	-6%	-1%	28%	1%	3%	1%	-1%	5%	-3%	-2%	-6
Cc1cc(C)cc(N=C(NO)c2cccc([N+](=O)[O-])c2)c1	2%	-6%	-1%	3%	-12%	5%	3%	3%	-6%[1.84 µM]	0%	3
COc1cc(COCC(O)CN2CCOCC2)cc(OC)c1OC (configuration not stated)	0%	2%	9%	0%	-8%	8%	2%	0%	2%	5%	-2
CC(NC(=O)C1CCCN1S(=O)(=O)c1ccccc1)c1ccccc1 (configuration not stated)	1%	-6%	-17%	1%	1%	-2%	0%	-1%	0%	0%	0
CC(C)N1CC(O)=C(c2nc3ccccc3c(=O)[nH]2)C1=N	57%	14%	37%	1%	8%	?	9%	?	5%	1%	0
Cc1ccc(NC(=O)C2COc3ccccc3O2)c(C)c1 (configuration not stated)	-16%	11%	8%	0%	6%	?	20%	?	4%	27%	15
Cc1ccc(S(=O)(=O)N/N=C\c2ccc(Cl)c([N+](=O)[O-])c2)cc1	17%	-2%	-15%	-6%	-3%[0.365 µM]	3%	5%	5%	-4%	0%	2
N#CC1(C#N)C(C(=O)C23CC4CC(CC(C4)C2)C3)C12CCOCC2 (configuration not stated)	-3%	-2%	-2%	1%	-4%	3%	1%	19%	-1%	-1%	-4

Some of the entries so far, with values under each structure:
Each structure is followed by: BRCA1 expr act	ELG1 genotox	RORg inh	Tb PFK inh	Gal4-VP16 FLuc	FLuc modulator	p53 reactivator	ELG1 repair inh	Rab9 promoter act	NPC1 promoter act	TRPV1 ag
- Cc1ccccc1-c1nc(C#N)c(N2CCCCC2)o1
    10%	9%	0%	-5%	10%	?	20%	21%	0%	-1%	?
- Nc1nnc(SCC(=O)NC2CCCC2)s1
    0%	-1%	-2%	-2%	0%	0%	13%	?	0%	-5%	0

(next part)
SMILES	BRCA1 expr act	ELG1 genotox	RORg inh	Tb PFK inh	Gal4-VP16 FLuc	FLuc modulator	p53 reactivator	ELG1 repair inh	Rab9 promoter act	NPC1 promoter act	TRPV1 ag
Cc1cccc(NC(=S)NN2CCOCC2)c1C	-16%	-8%	11µM*	0%	2%	0%	1%	15%	-4%	0%	0
CC1(OC(=O)C2CCCC2)C(=O)C=C2C=C(c3ccsc3)N(C3CC3)C=C2C1=O (configuration not stated)	-15%	3%	-1%	-2%	1%	-2%	0%	1%	-2%	-9%	-1
COc1ccc(Nc2cc(C(=O)NCCCN3CCN(C)CC3)c3ccccc3n2)cc1OC	10%	-3%	-2%	5%	3%	?	-5%	4%	-3%	1%	-1
NC1=NC(=O)C(Cc2ccc(Br)cc2)S1 (configuration not stated)	22%	-1%	-1%	2%	-4%	-3%	4%	-8%	1%	-2%	1
Cc1ccc(CNC(=O)C(c2ccccc2)c2ccccc2)cc1	5%	0%	-19%	3%	-13%	2%	-2%	8%	-2%	-2%	13
CC1Cc2cc(S(=O)(=O)CCC(=O)NC3CCCCC3)ccc2N1C(=O)C1CC1 (configuration not stated)	-8%	-4%	0%	0%	10%	-1%	3%	-6%	0%	13%	-2
CCOC(=O)c1nn(-c2ccccc2)c2nnc(Cc3ccc(Cl)cc3)c(=O)n12	-3%	1%	9%	-9%	-12%	2%	12%	-16%	0%	0%	22
Nc1nc(SCC(=O)NCCc2ccccc2)[nH]c(=O)c1-c1ccccc1	.	-6%	-6%	1%	-4%	2%	9%	-20%	-2%	-8%	1
COc1ccc(C)cc1NC(=O)c1cc2c(CO)cnc(C)c2oc1=N	-12%	0%	-1%	1%	5%	-19%	-1%	4%	-8%	12%	0
CCOC(=O)CSc1nnnn1-c1cccc2ccccc12	-10%	1%	-40%	0%	-20%	-2%	-7%	6%	-4%	1%	-1

Shown as a hit in RORg inh, among the entries above:
SMILES	BRCA1 expr act	RORg inh	Tb PFK inh	p53 reactivator	Rab9 promoter act	NPC1 promoter act	TRPV1 ag
Cc1cccc(NC(=S)NN2CCOCC2)c1C	-16%	11µM*	0%	1%	-4%	0%	0

(listing goes on)
SMILES	BRCA1 expr act	ELG1 genotox	RORg inh	Tb PFK inh	Gal4-VP16 FLuc	FLuc modulator	p53 reactivator	ELG1 repair inh	Rab9 promoter act	NPC1 promoter act	TRPV1 ag
Cc1ccc(C2CC(c3cccc(Br)c3)Nc3nnnn32)cc1 (configuration not stated)	-22%	1%	-8%	-8%	-9%[0.365 µM]	-5%	-11%	0%	-3%	8%	-11
O=C(Cn1c(=O)oc2ccccc21)N1CCN(c2ccccc2)CC1	-8%	0%	?	0%	2%	0%	9%	0%	-9%	0%	15
CC(CC(=O)Nc1cccc(F)c1)S(=O)(=O)c1ccc2c(c1)NC(=O)CO2 (configuration not stated)	-7%	0%[9.26 µM]	10%	-2%	-2%	1%	2%	-10%	3%	-3%	-2
O=C(c1cc2ccccc2oc1=O)N(Cc1cccs1)Cc1cccs1	5%	-6%	42%	-1%	6%	2%	4%	-30%	-5%	-3%	16

Copied from the list:
For ELG1 repair inh, N#CC1(C#N)C(C(=O)C23CC4CC(CC(C4)C2)C3)C12CCOCC2 (configuration not stated) has the entry 19%
For BRCA1 expr act, Cc1ccc(S(=O)(=O)N2CN(Cc3ccco3)c3nc4ccccc4nc32)cc1 has the entry -18%
For TRPV1 ag, Cc1ccc(S(=O)(=O)N/N=C\c2ccc(Cl)c([N+](=O)[O-])c2)cc1 has the entry 2
For Rab9 promoter act, Cc1ccc(NC(=O)C2COc3ccccc3O2)c(C)c1 (configuration not stated) has the entry 4%
